# aSyn UTR inh – 5' untranslated region of α-synuclein, MLPCN primary screen; alpha-synuclein 5'UTR reporter, inhibitor activity; inhibition, % (tested at 7.5 µM); AID 1813; 0.82% of 300,000 active; in the data active means inhibition above about 60%; inconclusive means no clear call, values can overlap the other calls;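 further: H4 neuroglioblastoma cells stably carrying SNCA 5'UTR luciferase fusion; 0% = DMSO wells and 100% = positive control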
# GSK3beta inhib – inhibitors of human GSK3beta kinase; P49841; GST-GSK3beta kinase, ADP-Glo luminescence, 60 min; hits give low values; activity score (negative = inhibition), % at 10 µM; 0.038% of 300,000 active;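 active means more than half of replicate wells score below -50%, meaning over 50% inhibition versus plate controls; inconclusive means some replicates but at most half score below -50%; inactive means no replicate scores below -50%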;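 further: 0% = median DMSO wells and -100% = median GW8510 positive control wells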
# Target sequence (P49841 whole entry, looked up): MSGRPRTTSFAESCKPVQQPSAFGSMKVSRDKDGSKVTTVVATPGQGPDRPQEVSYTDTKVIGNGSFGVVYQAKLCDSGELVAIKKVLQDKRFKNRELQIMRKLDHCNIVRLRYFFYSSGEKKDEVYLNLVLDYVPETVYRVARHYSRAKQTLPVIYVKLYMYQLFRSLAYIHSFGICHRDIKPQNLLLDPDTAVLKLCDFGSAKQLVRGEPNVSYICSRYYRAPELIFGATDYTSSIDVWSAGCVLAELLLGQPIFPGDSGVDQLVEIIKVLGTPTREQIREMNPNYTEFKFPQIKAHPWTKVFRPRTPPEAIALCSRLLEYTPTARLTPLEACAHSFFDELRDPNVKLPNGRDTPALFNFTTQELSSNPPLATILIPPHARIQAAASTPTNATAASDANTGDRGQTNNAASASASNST
#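 Test system: GST-tagged human GSK3beta kinase, cell-free; evaluation: activity score scaled between in-plate DMSO and GW8510 controls; measured by: ADP-Glo luminescence; incubation: 60 min reaction, RT; benchmarks: DMSO and 20 µM GW8510; reagent: peptide substrate plus 25 µM ATP (final); medium: Tris/MgCl2 kinase buffer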
# HSP90 refold inh – blocks HSP90-mediated luciferase refolding in reticulocyte lysate. inhibition, % at 5.6 µM. Rabbit reticulocyte lysate, luciferase refolding luminescence, 3 h. 0.91% of 290,000 active;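 active means inhibition above the screen-wide mean plus 3 SD, computed separately per campaign, cut at about 16% in these data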;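 further: 0% = DMSO wells and 100% = 60 µM geldanamycin wells; inhibitors lower the luminescence because luciferase stays unfolded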
# IEC-6 tox – counter-screen for KLF5 inhibitors: cytotoxicity in IEC-6 cells; IEC-6 cytotoxicity, luminescence viability; inhibition, % at 5 µM; 0.78% of 290,000 active; AID 1825; in the data active means inhibition above about 22%;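 further: 0% = plate median of test compound wells and 100% = cytotoxic reference compound wells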
# Dyrk1A ADPGlo – inhibitors of rat Dyrk1A kinase; Q63470; ADP-Glo luminescence, NFATc1 peptide; inhibition, % at 12.5 µM; 0.43% of 310,000 active; in the data active means inhibition above about 50%;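 further: plate controls were vehicle with enzyme for no effect and no enzyme for full effect; many of its hits are not listed in these tables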
# Platelet DG rel – modulates dense granule release in human platelets; inhibition, %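 (compounds screened at 7.5 µM in platelet-rich plasma)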; 0.22% of 300,000 active; human platelet-rich plasma, SFLLRN dense granule ATP release, luminescence;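 active means mean replicate score, as percent of positive control, at or above 50; inconclusive means mean below 50 but at least one replicate at or above 50; inactive means mean and every replicate below 50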
# GSK3 alpha inh – human GSK-3 alpha kinase inhibition; P49840; ADP-Glo luminescence, 60 min; inhibition, % at 10 µM; 0.1% of 320,000 active; AID 2650;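 in the data active means inhibition above about 50%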;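 further: GST-tagged GSK-3 alpha with peptide substrate and 25 µM ATP; 0% = DMSO neutral wells and 100% = GW8510 positive control wells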
# Target sequence (P49840 whole entry, looked up): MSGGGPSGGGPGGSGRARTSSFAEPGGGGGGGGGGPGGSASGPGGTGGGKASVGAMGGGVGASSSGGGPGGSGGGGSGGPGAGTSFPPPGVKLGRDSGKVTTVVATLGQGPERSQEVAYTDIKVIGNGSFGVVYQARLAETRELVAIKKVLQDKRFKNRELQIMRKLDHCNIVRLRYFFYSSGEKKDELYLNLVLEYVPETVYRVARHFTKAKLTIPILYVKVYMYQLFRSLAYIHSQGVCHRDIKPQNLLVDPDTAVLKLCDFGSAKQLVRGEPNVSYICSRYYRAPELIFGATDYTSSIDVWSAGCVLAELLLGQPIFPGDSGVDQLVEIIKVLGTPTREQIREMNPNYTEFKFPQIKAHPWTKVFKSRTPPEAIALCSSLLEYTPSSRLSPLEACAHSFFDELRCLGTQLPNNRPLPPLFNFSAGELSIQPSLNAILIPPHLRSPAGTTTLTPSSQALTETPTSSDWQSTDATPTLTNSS
# KLF5 inhibitor – suppresses KLF5 promoter-driven expression; DLD-1 KLF5 promoter-luciferase reporter, luminescence; inhibition, % at 5 µM; 0.23% of 290,000 active;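 active means inhibition above a per-plate limit of that plate's mean compound inhibition plus 3 SD, cut at about 60% in these data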;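 further: 0% = DMSO wells and 100% = LY294002 at 200 µM; higher means less KLF5 promoter-driven luciferase light; inactives centre near -14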
# HSF-1 act – increases HSF-1 driven luciferase reporter signal; NIH3T3-HGL HSF-1 luciferase reporter, MG132, 8 h; 100% = twice DMSO control signal; activation, % at 9 µM; 1.7% of 300,000 active; AID 504408;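 active means mean replicate activation of at least 50% with a set share of replicates each reaching 50%; inconclusive means only one of those two conditions met; inactive means mean below 50% and too few replicates reaching it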;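 further: 0% = median of the neutral control wells and 100% = twice that signal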
# HSF1 inhib – HSF1 inhibition; NIH3T3-HGL HSE-luciferase, MG132-induced, luminescence 8 h; hits give low values; activity change, negative = inhibition, % at 7.5 µM (by protocol); 0.77% of 300,000 active;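 active means more than half of replicate wells show activity change below -50%, luminescence cut by over half; inconclusive means some wells, but at most half, below -50%; inactive means no replicate well below -50%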;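 further: luciferase reports HSF-1 transcriptional activity via heat shock element; 0% = median of DMSO wells and -100% = zero luminescence signal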
# The depositor's hits bear a star; ? = inconclusive; / = no result given.
SMILES,aSyn UTR inh,GSK3beta inhib,HSP90 refold inh,IEC-6 tox,Dyrk1A ADPGlo,Platelet DG rel,GSK3 alpha inh,KLF5 inhibitor,HSF-1 act,HSF1 inhib
Fc1ccc2nc(C3CCCCN3Cc3nc(CC4CC4)no3)[nH]c2c1 (stereo not drawn),-29.6,1.6,2.1,6.0,21.3,15.6,-7.4,-12.3,17.1,5.1
NC(=O)C(=O)NCCCN1CCOCC1,0.2,1.9,2.6,6.6,2.4,0.8,-4.1,-25.5,-1.3,-4.8
CSc1ccc(C2c3[nH]c4ccccc4c3CCN2C(=O)c2cc(C)n(C)n2)cc1 (stereo not drawn),-287.0,3.1,0.1,6.9,/,2.3,0.8,5.2,53.3*,37.3
COc1ccc(C(=O)C2CCCN(S(=O)(=O)c3cccnc3)C2)c(C)c1 (stereo not drawn),12.2,1.4,2.7,5.7,2.6,-1.0,-3.3,2.8,44.0,17.5
COc1ccccc1CCC(=O)OCC(=O)Nc1ccc(S(N)(=O)=O)cc1,4.7,-0.1,7.0,1.4,-4.7,1.7,-1.0,8.9,0.8,-10.0
Cc1[nH]c(=O)nc2c1CCC2,-4.0,2.1,2.8,2.3,-2.5,-0.6,-2.0,-14.8,15.0,0.1
CCOC(=O)Nc1cc2c(cc1C(C)=O)OCO2,-36.5,-0.2,-3.1,-7.4,-3.7,8.4,-2.3,5.7,-6.6,-3.9
CCC/C=N/NC(=O)CNC(=O)c1ccccc1Cl,2.4,-8.9,-2.2,4.9,0.5,10.2,-1.5,-3.2,-8.3,-13.7
C/C(=N\NC(=S)NCc1ccccc1)c1ccco1,-31.9,3.5,-5.3,-2.7,-1.9,4.1,/,-15.3,44.7,30.3
CC(=O)NS(=O)(=O)c1ccc(NC(=O)c2ccccn2)cc1,-16.3,5.0,-3.5,11.8,-1.9,-2.0,-3.4,-4.6,3.0,-9.6
O=C(c1cnc(N2CCN(c3ccccn3)CC2)c2ccccc12)N1CCN(c2cccc(Cl)c2)CC1,47.0,4.5,-0.4,1.1,-5.2,3.9,-0.2,-13.6,2.3,-2.7
CN(C(=O)c1coc(=O)c2ccccc12)c1ccccc1Cl,-3.8,0.3,-0.4,6.1,8.4,1.1,1.6,3.2,11.5,0.5
C=CCn1c(C(CC)CC(C)(C)O)n[nH]c1=S (stereo not drawn),12.9,1.1,2.8,-1.7,-1.4,-7.3,2.6,-24.1,-13.1,-3.8
Cc1cccc(NC(=O)CCN2C(=O)C3C4C=CC(C4)C3C2=O)c1 (stereo not drawn),-1.1,2.3,3.5,-3.2,0.2,-6.4,-1.5,-18.5,-8.5,-8.2
CC(NC(=O)/C=C/c1ccco1)c1nc2ccccc2n1Cc1cccc(Cl)c1 (stereo not drawn),-22.3,-1.4,5.5,0.0,-3.2,4.0,-1.2,-12.3,70.3*,37.7
CCOC(=O)N1CCN(C(=O)COc2ccc(Br)cc2)CC1,5.2,0.7,5.7,3.1,1.5,-1.8,-0.9,-27.8,20.4,0.4
COc1ccccc1CNC(=O)c1cc(C(=O)CC(C)C)c[nH]1,1.7,-2.3,1.8,1.4,5.8,0.1,0.6,-3.2,2.0,3.0
O=C(Nc1ccccc1)Nc1ccc(F)cc1F,-114.6,0.1,-3.0,0.3,5.1,13.4,/,-47.2,36.4,3.2
CN(C(=O)CSc1cc(C(=O)c2nccn2C)c2ccccc2n1)c1ccccc1,13.2,-11.2,4.9,4.9,5.8,4.4,-0.9,-6.2,20.5,3.6
O=C(O)C1CC=CCC1C(=O)NNS(=O)(=O)c1ccccc1 (stereo not drawn),12.9,0.6,-0.7,-2.2,-3.0,0.2,-2.2,-19.4,6.9,-1.6
COc1ccc(NC(=O)c2sc3ncn(CC(=O)N4CCN(c5ccccn5)CC4)c(=O)c3c2C)c(OC)c1,8.9,-21.2,-2.2,-8.9,-0.8,4.7,-4.0,-18.3,10.9,-4.9
O=C(NCc1cccs1)C1CCC(=O)N1C1CCCCC1 (stereo not drawn),22.8,6.4,-2.7,-7.6,/,2.0,0.2,-55.9,9.1,2.0
CC(C)n1c(=S)[nH]c2ccccc21,15.2,0.2,0.5,4.0,-3.2,-0.5,-1.1,7.6,-14.6,0.5
Cc1ccccc1N(CC(=O)N1CCOCC1)S(C)(=O)=O,2.0,-2.0,-0.1,-3.7,2.7,-2.5,0.6,-29.6,3.4,-1.0
O=C(CNC(=O)c1cccs1)Nc1ncccc1O,-5.9,3.6,/,/,3.2,9.7,-0.4,/,-3.6,-0.4
CN(C)c1ccc(/C=N/O)cc1,-1.3,1.1,2.5,-5.2,/,7.9,-1.7,-6.7,-23.8,-8.3
O=C(CN1CCCCCC1)NCC1CCCO1 (stereo not drawn),-3.2,-0.5,3.8,10.4,1.2,-6.5,-0.3,-23.7,-4.0,-5.9
CCc1ccc(C(=O)N2CCN(c3ccc(F)cc3)CC2)s1,-9.8,1.7,-7.3,-0.7,8.4,-2.7,-0.7,-16.9,4.6,4.3
C/C(Cn1cnc([N+](=O)[O-])n1)=N\NC(=O)c1ccccc1F,-26.6,-0.1,1.0,3.5,1.1,-3.4,-4.7,-36.5,?,20.1
Cc1cc(C)n(CCNS(=O)(=O)c2ccc(Cl)cc2)n1,5.7,1.5,-2.5,-4.2,5.3,0.1,-1.9,-28.4,3.2,-2.4
COc1cc2c(cc1OC)C(c1ccc([N+](=O)[O-])cc1)NC(=O)C2 (stereo not drawn),31.1,5.1,2.6,6.4,4.7,3.8,-1.4,-20.8,4.8,1.1
CC1(C)Cc2c(sc3c2c(N)nc(=S)n3Cc2ccc(Br)cc2)CO1,4.9,-0.2,0.2,0.6,-62.4,3.7,-2.9,-13.1,2.3,8.0
Cc1cc2oc(=O)cc(-c3cc4ccccc4o3)c2cc1O,11.8,-1.2,8.0,-9.4,-0.1,2.0,-3.4,-12.6,-0.9,1.2
COc1cc2c(cc1OC)C(C)N(C(=O)c1c(-c3ccccc3)noc1C)CC2 (stereo not drawn),-53.1,-3.5,-2.4,1.5,/,-2.4,-1.4,-4.2,-0.6,-6.2
C/C(=N\NC(=O)c1ccc(CN2CCOCC2)cc1)c1ccc([N+](=O)[O-])cc1,-0.5,6.7,-1.9,-3.4,-5.5,-3.8,-0.7,-17.9,-25.6,-9.3
Cc1ccc(NC(=O)CSc2ncnc3ccccc23)cc1S(=O)(=O)N1CCCCCC1,-21.2,-0.7,7.1,9.0,1.1,2.2,/,-18.4,10.5,7.3
COC(=O)c1sccc1NC(=O)c1cc(-c2ccc(C)cc2C)nc2ccccc12,/,2.4,0.2,0.1,-2.3,/,-3.5,-2.2,/,/
CCCCN(CCCC)CCNC(=O)CN1C(=O)CSc2ccc(S(=O)(=O)N3CCCCC3)cc21,12.7,0.7,-1.9,-3.0,-5.2,-1.2,1.1,-13.6,0.7,3.8
Cc1ccc(S(=O)(=O)N2CCOCC2)cc1NC(=O)COc1ccc(-c2nnco2)cc1,3.2,-3.8,2.4,2.7,3.8,-36.6,-0.1,-16.8,3.8,-3.6
COc1cccc(/C=N/NC(=O)c2ccc(=O)n(C)c2)c1O,22.6,3.5,2.8,2.7,8.7,4.1,-2.8,0.5,-5.7,-1.7
COCCN1C(=O)N(C)[C@@H](c2ccccc2)C(C(C)=O)=C1C,1.6,4.3,/,/,-9.8,-11.5,-1.2,/,0.0,9.1
O=C(c1cccc(C(F)(F)F)c1)C1CCCN(C(=O)CN2CCOC2=O)C1 (stereo not drawn),-19.0,-0.8,3.0,-2.6,3.0,8.5,-0.6,-15.9,9.7,0.4
Cc1cccc(C)c1Nc1nnc(SCC(=O)c2ccc3c(c2)NC(=O)CO3)s1,1.9,2.6,-0.4,-7.3,4.1,1.3,0.2,-18.6,30.0,-6.5
N#C/C(=C\c1c[nH]c2ccccc12)c1nnc2n1CCCCC2,3.6,-0.7,-2.5,0.0,-2.4,?,1.4,-29.5,1.1,-5.5
O=C(NNC(=O)C1CCN(Cc2cccc(F)c2)CC1)c1cccc(Cl)c1,3.9,0.7,0.8,-0.6,1.2,20.2,-1.3,-1.6,-6.3,0.9
COc1ccc(O)c(/C=C(\C#N)C(=O)Nc2cccnc2)c1,-79.9,1.6,0.2,0.2,4.6,-1.9,2.2,-29.0,19.0,0.9
CC[n+]1c(/C=C/Nc2ccccc2)oc2ccccc21,-36.7,2.8,10.7,1.6,-4.9,-0.5,0.6,-35.5,-58.9,-45.3
COc1ccc2[nH]c(C(=O)N/N=C/c3ccc(O)cc3O)cc2c1,53.1,-6.8,-6.4,18.5,18.4,13.6,1.6,83.7*,0.1,3.9
OCC1(CO)COC(/C=C/c2ccccc2)=N1,-59.8,0.8,-0.3,-8.2,0.5,6.0,0.0,-47.0,4.6,-0.7
O=C(N/N=C/c1ccccc1OCc1ccccc1Cl)c1cccnc1,6.5,1.4,2.5,1.9,-0.1,6.3,-3.8,-11.3,2.9,5.7
Nc1nc(NC(=O)/C=C\C(=O)O)nn1-c1ccccc1,2.7,-0.2,-1.5,0.6,5.9,-0.2,2.0,12.3,-9.0,-5.0
CCn1c(Cc2ccccc2)n[nH]c1=S,13.2,-3.4,1.8,-3.9,2.7,7.3,-1.7,-15.5,21.7,0.9
CC(C)c1ccc(CN2C(=O)NC3(CCCCCC3)C2=O)cc1,17.2,0.6,0.1,5.5,5.3,12.9,1.4,7.2,20.8,4.2
COc1cccc(NC(=O)CSc2nnc3c(n2)[nH]c2ccc(C)cc23)c1,11.4,-0.7,5.3,3.0,-1.1,-0.6,0.7,-3.2,-17.2,-13.3
O=C(CSc1nnc(-c2cccnc2)o1)Nc1ccccn1,-146.6,1.5,-3.9,0.7,16.6,-3.9,-1.1,-41.4,19.1,8.1
COc1cc(/C=N/NC(=O)C2c3ccccc3Oc3ccccc32)ccc1O,2.1,-3.1,-4.5,-6.7,-2.3,-21.6,-5.5,-22.4,-11.5,-8.3
CCc1ccc(N(CC(=O)NCc2ccco2)C(=O)CCC(=O)Nc2nccs2)cc1,8.7,0.5,-3.4,-5.1,-8.5,-4.8,-1.1,-7.5,-13.2,-5.2
COc1ccc(OC)c(-c2nc3cc4ccccc4cc3nc2-c2ccccc2)c1,12.6,2.0,-8.5,2.2,1.8,2.7,-1.6,-23.3,6.2,-3.2
Cc1ccc(-c2nc(C3CCCN(S(=O)(=O)c4ccc(C(F)(F)F)cc4)C3)no2)cc1 (stereo not drawn),16.3,0.9,-4.1,-5.0,4.6,-4.8,1.2,-20.9,-0.5,6.6
O=[N+]([O-])c1ccccc1/C=N/n1c(-c2ccccc2)n[nH]c1=S,21.8,/,0.6,-0.2,-1.3,3.3,21.9,-14.0,-11.1,-3.9

# Assay outcomes: PubChem, several laboratories

# Not all compounds are listed; rates above refer to the full screens.
